Screening data: PubChem BioAssay, The Scripps Research Institute Molecular Screening Center
CHO-K1 Ca ag: counter-screen for M1 agonists: effect in parental CHO-K1 cells; hit rate 0.48% among 360,000; Fluo-8 calcium fluorescence; scaled to maximal ATP response, vehicle zero; activation, % at 3 µM; in the data active means activation above about 15%;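 further: untransfected CHO-K1 host cells lacking M1 receptor as counterscreen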
CHO-K1 Ca antag: M1 antagonist counterscreen hit in parental CHO-K1 cells; ATP-induced calcium, Fluo-8 fluorescence; inhibition, % at 3 µM; hit rate 0.6% among 360,000;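 active means inhibition above a per-plate cutoff, the plate's mean sample inhibition plus 3 SD, cut at about 24% in these data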;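 further: 0% = DMSO plus EC80 ATP and 100% = DMSO alone without ATP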
V1R ag counter: agonists of human V1a receptor, primary screen, counter-screen for OXTR agonist project, fluorescence, CHO-V1R cells | Vasopressin V1a receptor (Homo sapiens), P37288 | Fluo-8 calcium fluorescence, agonist mode; 0% DMSO, 100% 3 nM vasopressin | activation, % at 3 µM | hit rate 0.25% among 320,000;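 active means activation above the mean activation of all tested compounds plus 3 SD, per screening run, cut at about 20% in these data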;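 further: signal is peak over basal fluorescence ratio across a 100 second FLIPR read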
Target sequence (P37288 whole entry, looked up): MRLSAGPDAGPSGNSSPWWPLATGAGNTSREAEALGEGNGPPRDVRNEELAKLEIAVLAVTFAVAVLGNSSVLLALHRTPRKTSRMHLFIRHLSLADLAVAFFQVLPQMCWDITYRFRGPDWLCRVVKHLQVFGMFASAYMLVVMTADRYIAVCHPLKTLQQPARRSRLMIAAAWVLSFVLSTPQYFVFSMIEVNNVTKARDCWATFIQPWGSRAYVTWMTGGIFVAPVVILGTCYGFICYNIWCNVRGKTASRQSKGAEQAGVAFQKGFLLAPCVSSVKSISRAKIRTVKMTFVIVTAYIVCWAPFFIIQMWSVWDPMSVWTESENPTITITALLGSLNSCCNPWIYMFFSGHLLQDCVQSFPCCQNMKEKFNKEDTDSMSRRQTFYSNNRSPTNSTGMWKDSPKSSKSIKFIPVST
TAAR1 antagonist: human TAAR1 antagonists, primary screen, Fluo-8 calcium fluorescence, CHO RD-HGA16 cells; antagonist; inhibition, % at 3 µM; hit rate 1.5% among 360,000;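 active means inhibition above a per-plate cutoff, the mean inhibition of test compounds on that plate plus 3 SD, cut at about 49% in these data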;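 further: 0% = DMSO plus EC80 beta-PEA response and 100% = DMSO alone without agonist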
Target sequence (Q96RJ0 whole entry, looked up): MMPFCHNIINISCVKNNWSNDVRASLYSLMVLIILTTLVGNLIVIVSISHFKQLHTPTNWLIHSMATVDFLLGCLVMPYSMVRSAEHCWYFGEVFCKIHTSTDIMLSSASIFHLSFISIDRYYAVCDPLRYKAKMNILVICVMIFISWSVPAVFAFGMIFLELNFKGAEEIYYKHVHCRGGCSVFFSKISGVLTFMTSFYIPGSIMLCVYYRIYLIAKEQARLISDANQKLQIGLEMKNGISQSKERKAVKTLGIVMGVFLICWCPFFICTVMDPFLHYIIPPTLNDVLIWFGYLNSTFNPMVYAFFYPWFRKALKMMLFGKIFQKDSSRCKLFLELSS
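Test system: RD-HGA16 CHO cells with stable hTAAR1 and Gα16 / Probe or stimulus: EC80 β-phenethylamine stimulus / Times: seeding 17-24 h prior, 75-min 37 °C, 30-min RT dye loading / Detection: Fluo-8 calcium-sensitive fluorescence / Read-out basis: % inhibition scaled between DMSO and EC80 PEA controls / Repeats: singlicate, one well per test compound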
OXTR agonist: human OXTR agonists, primary screen, fluorescence, CHO-OTR cells, Fluo-8 calcium; Oxytocin receptor (Homo sapiens), P30559; Fluo-8 calcium fluorescence; normalized: DMSO 0%, oxytocin 100%; activation, % at 3 µM; hit rate 0.32% among 320,000; AID 2435, 2010;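 active means activation above the mean of all tested compounds plus 3 SD, cutoff set per screening run, cut at about 20% in these data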;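 further: peak over basal fluorescence ratio from a 100 s FLIPR kinetic read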
OXTR potentiator: human OXTR potentiators, primary screen, fluorescence, CHO-OTR cells, Fluo-8 calcium; hit rate 0.061% among 320,000; Oxytocin receptor (Homo sapiens), P30559; AID 2445, 2010; activation, % at 3 µM; Fluo-8 calcium fluorescence, potentiator mode; 0% = oxytocin EC15, 100% = EC100;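 active means activation above that plate's cutoff, the mean activation of tested compounds plus 3 SD, cut at about 6.6% in these data, passing the limit was not always enough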;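 further: 100% uses oxytocin at 75 nM as the full agonist control; some results filed as inactive read as strong as hits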
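Assay system: CHO-OTR cells, human receptor / Also added: oxytocin at about EC15, sub-maximal agonist stimulus / Dosing: single dose, 3.0 µM nominal final compound concentration / Incubation: 6 min pre-incubation, 100 s read / Technique: Fluo-8 calcium dye fluorescence / Read-out: % activation vs EC15 and EC100 oxytocin / Benchmarks: EC15 oxytocin low, 75 nM oxytocin high / Replicates: singlicate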
M1 PAM parental: nonselective calcium activators in parental CHO-K1 cells, primary screen, counter-screen for M1 PAM project, cell-based, Fluo-8 calcium fluorescence, full deck, 1536-well | activation, % at 3 µM | hit rate 0.02% among 360,000 | ATP EC20; 0% at ATP EC20, 100% at ATP max;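 active means activation above the run cutoff, the mean activation of all test compounds plus 3 SD, cut at about 40% in these data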;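 further: peak over basal fluorescence ratio in a 140 s read after ATP addition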
GPR7 antag: GPR7 receptor antagonists, primary screen, cell-based, fluorescence, single concentration. Neuropeptides B/W receptor type 1 (Homo sapiens), P48145. GPR7-expressing cells, fluorescence antagonist assay. hit rate 1.1% among 290,000. inhibition, % at 4.4 µM; in the data active means inhibition above about 16%, passing the limit was not always enough;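 further: cells stimulated with the agonist NPW; 0% = agonist with vehicle and 100% = vehicle without agonist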
Target sequence (P48145 whole entry, looked up): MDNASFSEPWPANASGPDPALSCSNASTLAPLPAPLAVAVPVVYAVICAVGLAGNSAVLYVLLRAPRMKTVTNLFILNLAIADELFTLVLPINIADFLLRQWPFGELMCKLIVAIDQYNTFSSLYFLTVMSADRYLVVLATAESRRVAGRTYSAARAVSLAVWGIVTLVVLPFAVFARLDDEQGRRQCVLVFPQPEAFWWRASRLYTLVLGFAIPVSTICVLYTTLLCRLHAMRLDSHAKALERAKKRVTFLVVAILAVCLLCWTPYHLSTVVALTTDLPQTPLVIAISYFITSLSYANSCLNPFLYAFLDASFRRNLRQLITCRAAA
CHO parental Ca: ATP-evoked calcium signal inhibitors, parental CHO, primary screen, counter-screen for OX1R antagonist project, cell-based, fluorescence, Fluo-8 calcium dye. parental CHO-K1, ATP-induced calcium, Fluo-8 fluorescence. inhibition, % at 5.6 µM. hit rate 0.63% among 330,000;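 active means inhibition above that plate's mean sample inhibition plus 3 SD, cut at about 26% in these data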;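 further: 0% = ATP-challenged DMSO wells and 100% = DMSO wells without ATP; some compounds past the cut are filed as inactive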
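Material: parental CHO cells / Compound: single nominal dose of 5.6 µM per compound / Signal: Fluo-8 fluorescence / Replicates: singlicate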
Starred values were filed as active, the others as inactive.

`COC(=O)c1cc2sccc2n1CC(=O)Nc1cc(OC)cc(OC)c1` gave CHO-K1 Ca ag 1.1, CHO-K1 Ca antag -6, V1R ag counter 2.6, TAAR1 antagonist -2, OXTR agonist 4.1, OXTR potentiator -5, M1 PAM parental 3, GPR7 antag 9 and CHO parental Ca 9.
`O=C(NC1CC1)C1CCCN(C(=O)Nc2ccc(F)cc2)C1` (stereo not drawn) gave CHO-K1 Ca ag 1.6, CHO-K1 Ca antag -6, V1R ag counter 0.5, TAAR1 antagonist 5, OXTR agonist 0.3, OXTR potentiator -4, M1 PAM parental 25, GPR7 antag -10 and CHO parental Ca 9.
For Cc1ccc(C2(c3noc(CN(C)CC4CCCCO4)n3)CCCC2)cc1 (stereo not drawn) the results were CHO-K1 Ca ag 0.7, CHO-K1 Ca antag 3, V1R ag counter -1.0, TAAR1 antagonist -15, OXTR agonist -2.4, OXTR potentiator -7, M1 PAM parental 0, GPR7 antag -6 and CHO parental Ca -37.
Screening CCOc1ccc(/C=N/NC(=O)c2cc(-c3ccco3)nc3ccccc23)cc1 returned CHO-K1 Ca ag -0.7, CHO-K1 Ca antag -6, V1R ag counter -0.1, TAAR1 antagonist 21, OXTR agonist -1.6, OXTR potentiator 2, M1 PAM parental 20, GPR7 antag -10 and CHO parental Ca -36.
For N#Cc1ccc(-c2nc3ccc(Br)cc3c(=O)n2O)cc1 the results were CHO-K1 Ca ag 0.1, CHO-K1 Ca antag -6, V1R ag counter 1.1, TAAR1 antagonist -28, OXTR agonist 1.3, OXTR potentiator -1, M1 PAM parental -9, GPR7 antag -6 and CHO parental Ca -9.
O=C(COC(=O)/C=C/c1ccc(Cl)cc1)NCCc1ccccc1 was read as CHO-K1 Ca ag 1.5, CHO-K1 Ca antag -14, V1R ag counter 1.3, TAAR1 antagonist -8, OXTR agonist 0.3, OXTR potentiator -4, M1 PAM parental 23, GPR7 antag 21* and CHO parental Ca 4.
`Cc1ccccc1-n1c(SCC(=O)N2CCOCC2)nc(O)cc1=O` gave CHO-K1 Ca ag -0.1, CHO-K1 Ca antag -11, V1R ag counter 0.6, TAAR1 antagonist -5, OXTR agonist 1.6, OXTR potentiator 4, M1 PAM parental 0, GPR7 antag -3 and CHO parental Ca -7.
`CCOc1ccc(NC(=O)C2CCCN2S(=O)(=O)c2ccc3c(c2)C(C)(C)C(=O)N3C)cc1` (stereo not drawn) gave CHO-K1 Ca ag 0.5, CHO-K1 Ca antag -13, V1R ag counter -0.6, TAAR1 antagonist 0, OXTR agonist -1.2, OXTR potentiator 2, M1 PAM parental 22, GPR7 antag -6 and CHO parental Ca -22.
`NS(=O)(=O)c1ccc(CCN2C(=O)CCC2=O)cc1` gave CHO-K1 Ca ag 1.1, CHO-K1 Ca antag -15, V1R ag counter 1.1, TAAR1 antagonist -3, OXTR agonist 2.1, OXTR potentiator 6, M1 PAM parental -2, GPR7 antag -2 and CHO parental Ca -3.
`O=C(C(NS(=O)(=O)c1cccs1)c1ccccc1)N1CCN(c2ccccc2F)CC1` (stereo not drawn) gave CHO-K1 Ca ag 0.0, CHO-K1 Ca antag -3, V1R ag counter 0.3, TAAR1 antagonist -3, OXTR agonist -0.8, OXTR potentiator 1, M1 PAM parental 2, GPR7 antag 9 and CHO parental Ca -10.
`CC(C)CN(C(=O)COC(=O)c1ccc2c(c1)OCO2)c1c(N)n(Cc2ccccc2)c(=O)[nH]c1=O` gave CHO-K1 Ca ag 0.5, CHO-K1 Ca antag 7, V1R ag counter 0.5, TAAR1 antagonist -4, OXTR agonist -0.4, OXTR potentiator -12, M1 PAM parental 6 and CHO parental Ca -13.
For COc1ccc(OC)c(N(CC(=O)N2CCCCC2)S(=O)(=O)c2ccc(OC)c(OC)c2)c1 the results were CHO-K1 Ca ag 0.4, CHO-K1 Ca antag 16, V1R ag counter 0.0, TAAR1 antagonist -2, OXTR agonist -0.8, OXTR potentiator -9, M1 PAM parental -3, GPR7 antag -8 and CHO parental Ca -20.
CC1CC(C)CN(S(=O)(=O)N2CCC(C(=O)NCc3ccco3)CC2)C1 (stereo not drawn) was read as CHO-K1 Ca ag 0.2, CHO-K1 Ca antag -10, V1R ag counter -0.5, TAAR1 antagonist 11, OXTR agonist -0.4, OXTR potentiator 4, M1 PAM parental 3, GPR7 antag -2 and CHO parental Ca -8.
Screening CCN1CCCC1CNC(=O)c1cc([N+](=O)[O-])c(N(C)C)cc1OC (stereo not drawn) returned CHO-K1 Ca ag 0.8, CHO-K1 Ca antag -12, V1R ag counter 0.3, TAAR1 antagonist 7, OXTR agonist 1.1, OXTR potentiator -6, M1 PAM parental 4, GPR7 antag -8 and CHO parental Ca 1.
Screening O=C(c1ccco1)N1CCCN(Cc2nc(Cc3ccccc3)no2)CC1 returned CHO-K1 Ca ag 0.3, CHO-K1 Ca antag -18, V1R ag counter -0.5, TAAR1 antagonist -14, OXTR agonist 1.3, OXTR potentiator -7, M1 PAM parental 10, GPR7 antag -4 and CHO parental Ca -13.

Three compounds picked at random from the list so far, as already listed:
Screening CCOc1ccc(/C=N/NC(=O)c2cc(-c3ccco3)nc3ccccc23)cc1 returned CHO-K1 Ca ag -0.7, CHO-K1 Ca antag -6, V1R ag counter -0.1, TAAR1 antagonist 21, OXTR agonist -1.6, OXTR potentiator 2, M1 PAM parental 20, GPR7 antag -10 and CHO parental Ca -36.
`COC(=O)c1cc2sccc2n1CC(=O)Nc1cc(OC)cc(OC)c1` gave CHO-K1 Ca ag 1.1, CHO-K1 Ca antag -6, V1R ag counter 2.6, TAAR1 antagonist -2, OXTR agonist 4.1, OXTR potentiator -5, M1 PAM parental 3, GPR7 antag 9 and CHO parental Ca 9.
`CC(C)CN(C(=O)COC(=O)c1ccc2c(c1)OCO2)c1c(N)n(Cc2ccccc2)c(=O)[nH]c1=O` gave CHO-K1 Ca ag 0.5, CHO-K1 Ca antag 7, V1R ag counter 0.5, TAAR1 antagonist -4, OXTR agonist -0.4, OXTR potentiator -12, M1 PAM parental 6 and CHO parental Ca -13.

(more compounds)
`Cc1nnc(N/N=C/c2ccco2)n1N` gave CHO-K1 Ca ag 0.4, CHO-K1 Ca antag -17, V1R ag counter 0.6, TAAR1 antagonist -9, OXTR agonist 0.5, OXTR potentiator -3, M1 PAM parental 16, GPR7 antag -8 and CHO parental Ca -7.
For O=C(CN1CCOCC1)N1CCN(S(=O)(=O)c2ccccc2)C1c1ccccc1 (stereo not drawn) the results were CHO-K1 Ca ag 1.4, CHO-K1 Ca antag -2, V1R ag counter 0.1, TAAR1 antagonist 13, OXTR agonist 2.0, OXTR potentiator 0, M1 PAM parental 8, GPR7 antag 9 and CHO parental Ca -11.
For COc1ccc(-c2csc3ncnc(N4CCN(c5ccccc5[N+](=O)[O-])CC4)c23)cc1 the results were CHO-K1 Ca ag -0.3, CHO-K1 Ca antag 5, V1R ag counter 0.6, OXTR agonist -0.6, OXTR potentiator 2, M1 PAM parental 18, GPR7 antag -5 and CHO parental Ca -20.
CCn1c(SCC(=O)OC(C)C)nnc1-c1ccccc1 was read as CHO-K1 Ca ag -0.1, CHO-K1 Ca antag 11, V1R ag counter -0.5, TAAR1 antagonist -11, OXTR agonist -0.6, OXTR potentiator -2, M1 PAM parental -21, GPR7 antag -9 and CHO parental Ca -17.
`COc1cc2c(cc1OC)C(C(=O)NCc1cccnc1)C(c1cccnc1)N(C)C2=O` (stereo not drawn) gave CHO-K1 Ca ag 0.0, CHO-K1 Ca antag -8, V1R ag counter 0.0, TAAR1 antagonist 4, OXTR agonist -0.3, OXTR potentiator -11, M1 PAM parental 11, GPR7 antag -5 and CHO parental Ca -7.
`O=C(Nc1ccccc1)N1CCN(C2c3ccccc3-c3ccccc32)CC1` gave CHO-K1 Ca ag 1.3, CHO-K1 Ca antag -17, V1R ag counter 11, TAAR1 antagonist 4, OXTR agonist 13, OXTR potentiator -9, M1 PAM parental 4, GPR7 antag -6 and CHO parental Ca -8.
`O=C(CCn1cnc2ccccc21)N/N=C/C=C/c1ccccc1` gave CHO-K1 Ca ag 4.5, CHO-K1 Ca antag 1, V1R ag counter 1.1, TAAR1 antagonist 28, OXTR agonist 0.6, OXTR potentiator -4, M1 PAM parental 12, GPR7 antag 4 and CHO parental Ca -16.
Cc1cc(NC(=O)CSc2nc3c(cc2C#N)CCCCC3)no1 was read as CHO-K1 Ca ag 0.1, CHO-K1 Ca antag -21, V1R ag counter -0.2, TAAR1 antagonist -3, OXTR agonist -0.5, OXTR potentiator -7, M1 PAM parental 14, GPR7 antag -11 and CHO parental Ca 4.
For O=C(Nc1sc2c(c1C(=O)NCC1CCCO1)CCCC2)c1cccs1 (stereo not drawn) the results were CHO-K1 Ca ag 0.2, CHO-K1 Ca antag -18, V1R ag counter -0.3, TAAR1 antagonist 33, OXTR agonist -0.3, OXTR potentiator -5, M1 PAM parental 2, GPR7 antag -9 and CHO parental Ca 15.
Screening COC(=O)c1cc2sc(Cl)cc2n1CC(=O)NCC1CCCO1 (stereo not drawn) returned CHO-K1 Ca ag 0.8, CHO-K1 Ca antag -10, V1R ag counter -0.7, TAAR1 antagonist -10, OXTR agonist 0.2, OXTR potentiator -2, M1 PAM parental 23, GPR7 antag 0 and CHO parental Ca -12.
For CCOC(=O)C1=C(C)C(c2ccc(OC)cc2)NC(=O)N1 (stereo not drawn) the results were CHO-K1 Ca ag 1.7, CHO-K1 Ca antag -17, V1R ag counter -0.3, TAAR1 antagonist 27, OXTR agonist -0.9, OXTR potentiator -8, M1 PAM parental 32, GPR7 antag -6 and CHO parental Ca -4.
Screening Cc1coc2c(C)c3oc(=O)c(CCC(=O)N[C@@H](C)C(=O)N[C@@H](Cc4ccccc4)C(=O)O)c(C)c3cc12 returned CHO-K1 Ca ag -0.3, CHO-K1 Ca antag -6, V1R ag counter -0.6, TAAR1 antagonist -3, OXTR agonist -0.5, OXTR potentiator 1, M1 PAM parental 20, GPR7 antag -13 and CHO parental Ca -10.
For Cc1ccc(CNc2oc(-c3ccco3)nc2C#N)cc1 the results were CHO-K1 Ca ag 3.7, CHO-K1 Ca antag -13, V1R ag counter -1.5, TAAR1 antagonist 6, OXTR agonist -2.0, OXTR potentiator 5, M1 PAM parental 27, GPR7 antag -5 and CHO parental Ca -15.
